Bioassay records (PubChem BioAssay)
SKKanGAS inh – S. pyogenes SKKanGAS growth inhibitors in kanamycin, primary screen, streptokinase expression inhibitor project, SKKanGAS strain, BacTiter-Glo luminescence. 6 h. inhibition, % at 7.5 µM. actives 1.3% (n = 300,000);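 active = mean replicate score, as percent of positive control median, at least 50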;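 also: strain carries kanamycin resistance gene driven by streptokinase promoter and grows in 40 µg/ml kanamycin; loss of luminescence reflects streptokinase promoter inhibition or plain growth inhibition; 0% = median of DMSO wells and 100% = positive control at its reference dose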
MrgX1 agonist – agonists of human MrgX1 receptor, primary screen, HEK293 cells, Fluo-4 calcium flux; Fluo-4 calcium fluorescence, agonist mode; hits give high values; B-score at 10 µM; actives 0.44% (n = 310,000);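 active = calcium response B-score plate-corrected fluorescence ratio at least 3 library SD, with starting fluorescence B-score inside 5 SD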
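Test system: HEK293 cells stably expressing human MrgX1 receptor; amount: 15,000 cells per well; doses: compound delivered in addition one of three; times: overnight plating before 1 h dye loading; detection: Fluo-4 NW calcium-flux fluorescence, kinetic read; read-out basis: B-scored fluorescence response ratio; controls: positive and negative controls per plate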
TMEM16A act – TMEM16A chloride channel activators or potentiators, primary screen, cell-based, HTS; actives 0.3% (n = 340,000); HEK293 TMEM16A/YFP-H148Q/I152L, iodide quench fluorescence; hits give low values; B-score at 10 µM; Anoctamin-1 (Mus musculus), Q8BHY3; AID 623877, 2012;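 active = fluorescence-ratio B-score plate-corrected deviation score at least 3 library SD below zero, with starting fluorescence score within 5 deviations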;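 also: channel opened by trigger with iodide after compound preincubation; score built on the fluorescence ratio of max minus min over baseline; more negative score means more quench and so TMEM16A activation or potentiation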
Target sequence (Q8BHY3 whole entry, looked up): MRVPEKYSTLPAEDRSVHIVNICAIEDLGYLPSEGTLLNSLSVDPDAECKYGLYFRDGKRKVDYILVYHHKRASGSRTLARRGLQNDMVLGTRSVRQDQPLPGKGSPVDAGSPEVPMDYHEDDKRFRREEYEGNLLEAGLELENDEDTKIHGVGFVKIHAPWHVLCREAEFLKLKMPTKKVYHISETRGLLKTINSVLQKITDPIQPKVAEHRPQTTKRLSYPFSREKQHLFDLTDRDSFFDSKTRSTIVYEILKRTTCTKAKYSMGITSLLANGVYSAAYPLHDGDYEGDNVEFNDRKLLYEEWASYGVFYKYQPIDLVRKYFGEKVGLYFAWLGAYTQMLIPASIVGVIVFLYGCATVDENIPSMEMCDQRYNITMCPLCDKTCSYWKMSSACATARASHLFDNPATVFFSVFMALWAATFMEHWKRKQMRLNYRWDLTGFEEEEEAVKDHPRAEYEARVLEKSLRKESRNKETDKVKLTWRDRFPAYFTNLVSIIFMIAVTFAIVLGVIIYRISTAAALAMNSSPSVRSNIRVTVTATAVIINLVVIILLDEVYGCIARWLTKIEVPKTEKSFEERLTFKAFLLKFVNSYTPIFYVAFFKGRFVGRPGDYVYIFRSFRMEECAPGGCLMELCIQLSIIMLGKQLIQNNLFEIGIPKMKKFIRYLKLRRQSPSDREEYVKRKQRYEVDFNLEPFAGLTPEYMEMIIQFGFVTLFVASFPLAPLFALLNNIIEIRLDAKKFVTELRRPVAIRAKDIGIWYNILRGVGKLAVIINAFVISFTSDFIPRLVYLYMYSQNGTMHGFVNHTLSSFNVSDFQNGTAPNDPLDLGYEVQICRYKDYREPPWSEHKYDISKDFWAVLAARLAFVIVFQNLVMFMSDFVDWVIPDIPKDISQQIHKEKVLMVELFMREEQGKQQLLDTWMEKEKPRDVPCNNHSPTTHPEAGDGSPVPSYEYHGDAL
RGS4 block – RGS4 inhibitors, primary screen, cell-based, HEK293 M3R inducible RGS4, calcium flux | actives 0.45% (n = 310,000) | Fluo-4 calcium flux; hits give high values; triggered by carbachol at its EC20 | B-score at 10 µM;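 active = B-score, a plate-corrected calcium signal, over three deviations above library mean, with baseline fluorescence within five deviations of library mean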;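 also: RGS4 expression induced by doxycycline in cells with stable M3 receptor; B-score is computed from the integrated fluorescence ratio over baseline after carbachol; higher B-score means a larger calcium signal and so more RGS4 inhibition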
RGS4 act – RGS4 potentiators or activators, primary screen, cell-based, HEK293 M3R inducible RGS4, calcium flux; carbachol calcium flux Fluo4; hits give low values; actives 0.92% (n = 310,000); B-score at 10 µM;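 active = B-score of the integrated calcium signal more than 4 SD below the library mean, with starting fluorescence not abnormally high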;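 also: negative B-score means reduced calcium response which marks RGS4 activation or potentiation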
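Assay system: HEK293 FlpIn-TREx cells, stable M3R, doxycycline-inducible RGS4 / Probe or stimulus: carbachol, ECmax concentration / Times: overnight RGS4 induction, 30 min dye load 37 °C, 20 min compound RT / Signal: kinetic calcium fluorescence imaging with Fluo4-AM dye, 2 µM / Measure: Agonist-evoked peak-minus-minimum fluorescence over baseline, integrated ratio, B score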
TRPC6 act – mouse TRPC6 channel activators, primary screen, cell-based, HEK293, membrane potential dye; HEK293-TRPC6 membrane potential dye fluorescence; hits give high values; B-score at 10 µM; AID 2550, 2010; actives 0.13% (n = 310,000);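 active = B-score of the integrated fluorescence ratio above library mean plus 3 SD, and starting fluorescence ratio within library mean plus 5 SD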;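 also: higher score means more depolarization so channel activation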
TRPC6 inhibitor – mouse TRPC6 channel inhibitors, primary screen, cell-based, HEK293, membrane potential dye; AID 2553, 2010; actives 1.1% (n = 310,000); B-score at 10 µM; ACh-evoked depolarization; hits give low values;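 active = B-score under library mean minus 3 SD, initial fluorescence not abnormally high, positive integrated signal ratio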;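 also: B-score derived from integrated fluorescence ratio over the kinetic read; more negative B-score means stronger inhibition of depolarization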
HDAC3 inh – HDAC3 deacetylase inhibitors, primary screen, biochemical, fluorescence, cell-free homogeneous; Histone deacetylase 3 (Homo sapiens), O15379; recombinant HDAC3, fluorogenic peptide/trypsin coupled; inhibition, % at 8.3 µM; actives 0.15% (n = 320,000); AID 2718, 2010; in the data active = inhibition above about 26%, passing the limit was not always enough
ANO1 block – TMEM16A chloride channel inhibitors, primary screen, cell-based, HTS | Anoctamin-1 (Mus musculus), Q8BHY3 | HEK293 TMEM16A/YFP iodide influx fluorescence, ionomycin | normalized B-score (activity score, 25-100; higher = stronger inhibition) at 10 µM | actives 1.2% (n = 310,000);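 active = ratio plate-corrected score three or more library SD toward inhibition, starting fluorescence score within five deviations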;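 also: score derived from kinetic fluorescence span divided by baseline fluorescence per well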
MrgX1 antag – antagonists of human MrgX1 receptor, primary screen, HEK293 cells, Fluo-4 calcium flux | Mas-related G-protein coupled receptor member X1 (Homo sapiens), Q96LB2 | BAM8-22 antagonism; hits give low values | B-score at 10 µM | actives 1.3% (n = 310,000);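 active = calcium-response B-score plate-corrected more than 3 library SD below zero, starting fluorescence within 5 deviations, no agonist response on first addition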;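 also: peak minus trough fluorescence over baseline after final BAM8-22 challenge near maximal dose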
MrgX1 allo act – positive allosteric modulators of MrgX1, primary screen, HEK293 cells, Fluo-4 calcium flux. Mas-related G-protein coupled receptor member X1 (Homo sapiens), Q96LB2. FDSS; hits give high values. B-score at 10 µM. actives 0.63% (n = 310,000). AID 588675, 2011;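 active = plate-corrected calcium response at least 3 library SD above typical, normal starting fluorescence, not activating the receptor alone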;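 also: compound read alongside a low EC10 to EC30 dose of BAM8-22 agonist; peak minus trough fluorescence over baseline measured at the second addition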
The depositor's hits bear a star; i = inactive; / = not tested or not shown; & = joins results of further samples.

SMILES	SKKanGAS inh	MrgX1 agonist	TMEM16A act	RGS4 block	RGS4 act	TRPC6 act	TRPC6 inhibitor	HDAC3 inh	ANO1 block	MrgX1 antag	MrgX1 allo act
Cc1noc(-c2ccccc2)c1NC(=O)Nc1ccc(Cl)cc1	7	i	i	i	i	i	i	3	i	i	i
C=C1Cn2c(nnc2-c2ccc(Cl)cc2)S1	-3	i	i	i	i	i	i	1	i	i	i
CC(C)(C)c1ccc(OCc2nc(-c3ccccn3)no2)c(Br)c1	11	i	i	i	i	i	i	21	i	i	i
CCOc1nc(C)ccc1-c1noc(C)n1	-4	i	i	i	i	i	i	6	i	i	i
CC(=O)Nc1ccc(-c2csc(Nc3ccc(S(N)(=O)=O)cc3)n2)cc1	-3	i	i	i	i	i	i	3	i	i	i
O=C(Nc1ccccn1)C1(c2ccccc2)CCCC1	5	i	i	i	i	i	i	-5	i	i	i
O=C(CN(Cc1ccccc1)S(=O)(=O)c1ccc(F)cc1)NCc1cccnc1	0	i	i	i	i	i	i	2	i	i	i
CC(C)(C)c1ccc(C(=O)N2CCC(C(=O)NCc3ccncc3)CC2)cc1	-13	i	i	i	i	i	i	4	i	-5.2*	i
O=C1c2cccnc2C(=O)N1Cc1ccco1	-1	i	i	i	i	i	i	-6	i	i	i
Cc1cc(C(=O)CSc2nnc(N)s2)c(C)n1CCc1ccc(F)cc1	0	i	i	i	i	i	i	1	i	i	i
Nc1nc2ccccc2n1/N=C/c1ccc(Br)cc1	10	i	i	i	i	i	i	5	i	i	i
CCOC(=O)C1CCCN(S(=O)(=O)c2ccc(-n3cnnn3)c(C)c2)C1 (centres undefined)	-2	i	i	i	i	i	i	7	i	i	i
O=C(CSc1nnc(Cn2c(=O)sc3ccccc32)n1CCc1ccccc1)N1CCOCC1	/	i	i	/	/	/	/	-5	i	i	i
CCN(CC(=O)NCc1cccs1)C(=O)c1ccc(S(=O)(=O)N(C)C)cc1	-21	i	i	i	i	i	i	-2	i	i	i
O=C(Nc1ccc(F)cc1)c1ccc(=O)[nH]n1	-7	i	i	i	i	i	i	-4	i	i	i
Cc1ccc(-n2c(-c3cc(-c4ccco4)[nH]n3)n[nH]c2=S)c(Br)c1	5	i	i	i	i	i	i	0	i	i	i
CCCn1c(/N=C/c2cc(OC)ccc2O)nc2ccccc21	-4	i	i	i	i	i	i	3	i	i	i
Cc1cc(/C=N/Nc2ccc([N+](=O)[O-])cn2)c(C)n1-c1ccc(C(=O)O)cc1	10	i	i	i	i	i	i	11	i	i	i
Cc1ccc(C(C(=O)NC2CCCCC2)N(CCC(C)C)C(=O)CNC(=O)c2ccco2)o1 (centres undefined)	2	i	i	i	i	i	i	-6	i	i	i
Cc1cc(C)cc(N(CC(=O)N2CCN(c3ccccc3)CC2)S(=O)(=O)c2c(C)noc2C)c1	-5	i	i	i	i	i	i	-3	i	i	i
C=C(C)Cn1c(CCNC(=O)C(C)C)nc2ccccc21	1	i	i	i	i	i	i	-2	i	i	i
COC(=O)C1CCN(CC(=O)Nc2cc(Cl)ccc2OC)CC1	-14	i	/	i	i	i	i	-4	i	i	21*
O=C(COc1ccc(Cl)cc1)N1CCN(Cc2ccc3c(c2)OCO3)CC1	-2	i	i	i	i	i	i	0&3	i	i	i
COc1ccccc1Nc1ccc(S(=O)(=O)N2CCCCC2)cc1[N+](=O)[O-]	8	i	i	i	i	i	i	-5	i	i	i
COc1cc2nc(CN3CCN(S(=O)(=O)c4ccc(C)c(C)c4)CC3)[nH]c(=O)c2cc1OC	-4	i	i	i	i	i	i	3	i	i	i
Later entries:
SMILES	SKKanGAS inh	MrgX1 agonist	TMEM16A act	RGS4 block	RGS4 act	TRPC6 act	TRPC6 inhibitor	HDAC3 inh	ANO1 block	MrgX1 antag	MrgX1 allo act
O=C1CC(c2ccc(S(=O)(=O)N3CCN(c4ccccc4)CC3)cc2)CN1 (centres undefined)	2	i	i	i	i	i	i	-1	i	i	i
CC(C)(C)c1ccc(C(=O)Nc2ccc(C(=O)N3CCCC3)cc2)cc1	6	i	i	i	i	i	i	-2	i	i	i
Cc1ccccc1OCC(=O)Nc1ccccc1-c1ccccc1	27	i	i	i	i	i	i	18	i	i	i
COc1ccc([C@H]2C(C#N)=C([S-])N[C@](C)(O)[C@@H]2[n+]2ccccc2)cc1	4	/	i	i	i	i	i	/	/	/	/
Fc1ccc(CNC(=S)Nc2ccc(Cl)cc2Cl)cc1	10	i	i	i	i	i	i	5	i	i	i
COC(=O)C(C)Sc1nnc(Cc2cc(=O)[nH]c(=O)[nH]2)n1-c1cc(C)ccc1C (centres undefined)	-1	i	i	i	i	i	i	1	i	i	i
CN(C)C(=O)c1cnc(-c2ccccc2)nc1-c1ccccc1	-6	i	i	i	i	i	i	-1	i	i	i
COc1ccc(N2CCN(CCCNC(=O)CCC(=O)N3CCOc4ccc(Cl)cc43)CC2)cc1	-5	i	i	i	i	i	i	2	i	i	i
CN(CC(=O)NCCCN1CCOCC1)S(=O)(=O)c1ccc(F)cc1	-1	i	i	i	i	i	i	3	i	i	i
CC(=O)N1C(=O)/C(=C2\SC(=S)N(NC(=O)c3ccc(O)cc3)C2=O)c2ccccc21	9	i	i	i	i	i	i	5	i	i	i
Cn1ncc(Br)c1C(=O)OCC(=O)Nc1nc(-c2ccccc2)cs1	-5	i	i	i	i	i	i	-3	i	i	i
CCOc1cccc(NC(=O)c2ccc(S(=O)(=O)N3CCCC3)cc2)c1	-3	i	i	i	i	i	i	2	i	i	i
CCCCCCC1CC(C)(C(=O)CNc2nncs2)OC1=O (centres undefined)	0	i	i	i	i	i	i	6	i	i	i
CC(=O)c1ccc(S(=O)(=O)N2CCN(C(=O)/C=C/c3ccc4ccccc4n3)CC2)cc1	-9	i	i	i	i	i	i	-3	i	i	i
C=CC(=O)NCc1ccc(-c2csnn2)cc1	-2	i	i	i	i	i	i	4	i	i	i
COc1ccccc1CC(=O)N1CCN(C(=O)c2ccco2)CC1	-7	i	i	i	i	i	i	-6	i	i	i
CN(C)c1cccc2c1c(NC(=O)Nc1ccc(Cl)cc1Cl)nn2C	2	i	i	i	i	i	i	/	i	i	i
O=C(c1ccccc1)N1CCCCC(S(=O)(=O)c2ccccc2)C1=O (centres undefined)	1	i	i	i	i	i	i	-1	i	i	i
Cc1ccc2cc(CN(CCCO)S(=O)(=O)c3ccccc3F)c(=O)[nH]c2c1C	3	i	i	i	i	i	i	-7	i	i	i
O=C(NNC(=O)c1c(O)c2ccccc2[nH]c1=O)c1ccccc1Br	9	i	i	i	i	i	i	1	i	i	i
Cc1nnc(CN(C)C(=O)CC2C(=O)NCCN2Cc2ccccc2C)o1 (centres undefined)	3	i	i	i	i	i	i	4	i	i	i
CCc1ccccc1NC(=O)C1CCCN(c2ncccn2)C1 (centres undefined)	-4	i	i	i	i	i	i	7	i	i	i
COc1ccccc1CC(=O)Nc1ccc(S(=O)(=O)N2CCCC2)cc1	-9	i	i	i	i	i	i	-14	i	i	i
CC(=O)Nc1ccc(NC(=O)c2cc[n+]([O-])cc2)cc1	2	i	i	i	i	i	i	2	i	i	i
CCN1CCN(c2nc(C)c3c(n2)CCCC3=O)CC1	-6	i	i	i	i	i	i	-4	i	i	i
New compounds follow.
SMILES	SKKanGAS inh	MrgX1 agonist	TMEM16A act	RGS4 block	RGS4 act	TRPC6 act	TRPC6 inhibitor	HDAC3 inh	ANO1 block	MrgX1 antag	MrgX1 allo act
COCCNC(=S)N1CCC(c2nc(-c3ccc(F)cc3)no2)CC1	-15	i	i	i	i	i	i	6	i	i	i
COc1ccc(C(=O)Cc2cc3ccccc3oc2=O)cc1	6	i	i	i	i	i	i	1	i	i	i
Cc1nnc(NC(=O)CN2CCN(Cc3c(Cl)cccc3Cl)CC2)s1	-3	i	i	i	i	i	i	-2	i	i	i
O=C(NC(NCc1ccccc1)C(Cl)(Cl)Cl)c1cccnc1 (centres undefined)	-4	i	i	i	i	i	i	3	i	i	i
CCc1nnc(NC(=O)CSc2nc3cc(OC)c(OC)cc3cc2C)s1	-2	i	i	i	i	i	i	-6	i	i	i
COc1ccccc1C(=O)OCCN=C1NS(=O)(=O)c2ccccc21	-12	i	i	i	i	i	i	-1	i	i	i
O=C(CCc1ccccc1)NNC(=O)c1ccccc1Cl	-1	i	i	i	i	i	i	-3	i	i	i
COc1ccccc1N1CCN(C(=O)CSc2ccccc2)CC1	3	i	i	i	i	i	i	1	i	i	i
NC(=NCCc1c[nH]c2ccccc12)NS(=O)(=O)c1cc(F)ccc1F	3	i	i	i	i	i	i	1	i	i	i
Cc1cccc2cc(CN(CC3CCCO3)C(=O)c3ccncc3)c(=O)[nH]c12 (centres undefined)	-5	i	i	i	i	i	i	-5	i	i	i
CCOC(=O)C1(CCOc2ccccc2)CCN(Cc2cccc(OCCO)c2)CC1	-1	i	i	i	i	i	i	-2	i	i	i
Cc1cc(C)c(C(=O)Cn2nc(C)c([N+](=O)[O-])c2C)cc1C	5	i	i	i	i	i	i	-1	i	i	i
COc1ccc(CC(=O)Nc2cc(Cl)ccc2C(=O)O)cc1	3	i	i	i	i	i	i	-2	i	i	i

Arranged by heavy-atom count (descending): part of the list above.
SMILES	SKKanGAS inh	MrgX1 agonist	TMEM16A act	RGS4 block	RGS4 act	TRPC6 act	TRPC6 inhibitor	HDAC3 inh	ANO1 block	MrgX1 antag	MrgX1 allo act
CCc1nnc(NC(=O)CSc2nc3cc(OC)c(OC)cc3cc2C)s1	-2	i	i	i	i	i	i	-6	i	i	i
Cc1nnc(NC(=O)CN2CCN(Cc3c(Cl)cccc3Cl)CC2)s1	-3	i	i	i	i	i	i	-2	i	i	i
O=C(CCc1ccccc1)NNC(=O)c1ccccc1Cl	-1	i	i	i	i	i	i	-3	i	i	i
